Compound activity (PubChem BioAssay)
LEDGF integ inh: blocks HIV-1 LEDGF/p75-dependent DNA integration. TR-FRET IN-LEDGF/p75 DNA integration, Eu/Cy5. inhibition, % at 3.7 µM. 370,000 compounds, 0.64% hits;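 active = inhibition above the screen-wide mean plus 3 SD, cut at about 13% in these data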;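 also: signal is the Cy5 over europium emission ratio at 671 and 618 nm; 0% = plate median of compound wells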
PG9 Ab binder: small molecules binding HIV-1 gp120 antibody PG9; TR-FRET gp120-PG9 antibody binding; inhibition, % at 6.7 µM; 360,000 compounds, 0.43% hits; AID 624416; in the data active = inhibition above about 8.5%
rCAG binder: molecules binding r(CAG) RNA repeats; 370,000 compounds, 1.3% hits; AID 651821; inhibition, % at 3 µM; r(CAG) RNA repeat, TO-PRO-1 dye displacement fluorescence;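 active = inhibition above the plate cutoff, the mean of all test compounds on that plate plus 3 SD, cut at about 35% in these data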;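 also: 0% = DMSO alone and 100% = 100 µM mitoxantrone as full dye displacement; higher means more dye released from RNA so lower well fluorescence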
PRMT1 inh: inhibitors of human PRMT1. recombinant PRMT1, activity-based probe fluorescence polarization. inhibition, % at 2.79 µM. 370,000 compounds, 1.3% hits;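 active = inhibition above about 21% made by adding two undisclosed values, limit read from the data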
TCR CD3 inh: blocks the human TCR-CD3 interaction; TAMRA-labeled TCR probe fluorescence, biochemical; 360,000 compounds, 0.37% hits; inhibition, % at 9.4 µM; AID 651800; in the data active = inhibition above about 19%;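 also: recombinant mutant TCR 2C K166C tagged with TAMRA read by polarization; 0% = receptor in buffer alone and 100% = receptor with positive control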
MBD2 DNA inh: inhibitors of human MBD2 binding to methylated oligonucleotide; TR-FRET; inhibition, % at 4.4 µM; 370,000 compounds, 0.31% hits; AID 686964; in the data active = inhibition above about 13%
Target sequence (Q9UBB5 whole entry, looked up): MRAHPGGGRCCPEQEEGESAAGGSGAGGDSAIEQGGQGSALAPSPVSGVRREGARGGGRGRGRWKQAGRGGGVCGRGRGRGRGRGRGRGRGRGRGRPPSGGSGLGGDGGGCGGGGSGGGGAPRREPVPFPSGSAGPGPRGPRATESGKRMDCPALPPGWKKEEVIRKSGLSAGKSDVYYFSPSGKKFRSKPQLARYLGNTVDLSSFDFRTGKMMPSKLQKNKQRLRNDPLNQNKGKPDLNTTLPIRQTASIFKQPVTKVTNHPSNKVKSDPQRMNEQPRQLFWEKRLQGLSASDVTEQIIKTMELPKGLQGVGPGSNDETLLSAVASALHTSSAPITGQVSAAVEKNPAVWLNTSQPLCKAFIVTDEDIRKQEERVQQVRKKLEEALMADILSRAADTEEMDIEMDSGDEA
UHRF1 MBD2 ctr: human UHRF1 methylated DNA binding inhibitors; inhibition, % at 4.4 µM; UHRF1 binding to methylated oligo, TR-FRET; Q96T88; 370,000 compounds, 0.75% hits; in the data active = inhibition above about 21%;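 also: UHRF1 SRA domain binding a hemimethylated CpG hairpin DNA probe; 0% = median of test compound wells and 100% = reference inhibitor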
NR1D1 modulator: modulators of human Rev-erb alpha DNA binding. Rev-erbα–FITC-DNA binding, fluorescence polarization, 90 min. activity, % at 10 µM. 370,000 compounds, 0.79% hits;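 active = activity above about 14%, limit read from the data; passing the limit was not always enough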;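 also: 0% = DMSO wells with 35 nM protein and 100% = DMSO wells with 750 nM protein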
ABHD4 inh: ABHD4 (mouse) inhibition, primary FP screen. Q8VD66. purified mABHD4, FP-Rh probe fluorescence polarization. inhibition, % at 8.92 µM. 370,000 compounds, 0.54% hits;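 active = inhibition exceeding the mean over every tested compound plus 3 SD, cut at about 30% in these data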;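 also: 0% = plate median of compound wells and 100% = S159A mutant with DMSO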
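Assay system: mouse ABHD4 enzyme, wild type / Also added: fluorescent activity-based probe FP-Rh / Doses: single nominal dose of 8.92 µM, 0.89% DMSO final / Timing: 45 min compound pre-incubation plus 60 min probe step, 25 °C / Signal: FP readout, ex 525 nm / em 598 nm / Control set: S159A mutant/DMSO as 100%, compound-well median as 0%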
HTRA1 inhibitor: HTRA1 (human) protease inhibition; Q92743; recombinant HTRA1, FP-rhodamine activity-based probe, fluorescence polarization; inhibition, % at 5.96 µM; 340,000 compounds, 0.5% hits; in the data active = inhibition above about 36%;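 also: 0% = enzyme with DMSO and 100% = wells lacking enzyme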
Target sequence (Q92743 whole entry, looked up): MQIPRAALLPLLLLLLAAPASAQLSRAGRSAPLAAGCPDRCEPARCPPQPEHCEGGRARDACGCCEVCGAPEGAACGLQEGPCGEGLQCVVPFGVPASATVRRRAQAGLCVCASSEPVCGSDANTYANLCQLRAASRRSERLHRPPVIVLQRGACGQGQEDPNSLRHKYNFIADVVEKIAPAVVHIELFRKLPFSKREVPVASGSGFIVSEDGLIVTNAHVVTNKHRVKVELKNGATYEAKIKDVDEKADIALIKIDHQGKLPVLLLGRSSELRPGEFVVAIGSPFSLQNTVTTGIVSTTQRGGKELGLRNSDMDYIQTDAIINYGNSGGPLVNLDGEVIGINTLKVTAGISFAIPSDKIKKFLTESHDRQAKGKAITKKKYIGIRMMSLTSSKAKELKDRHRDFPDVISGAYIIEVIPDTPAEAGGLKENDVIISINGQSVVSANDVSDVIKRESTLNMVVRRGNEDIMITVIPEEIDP
The depositor's hits bear a star; . = no result given; & = joins results of further samples.

SMILES	LEDGF integ inh	PG9 Ab binder	rCAG binder	PRMT1 inh	TCR CD3 inh	MBD2 DNA inh	UHRF1 MBD2 ctr	NR1D1 modulator	ABHD4 inh	HTRA1 inhibitor
CC(=O)Nc1cccc(-c2ccnc3c2CC(C)(C(=O)NCc2ccco2)O3)c1 (stereo not drawn)	-4.2	-1.4	-1.1	-2.1	0.5	1.8	0.2	-7.7	4.0	.
CCOC(=O)C1=CC[C@@H](c2cccc(C)c2)N(S(=O)(=O)c2ccc(C)cc2)[C@H]1C(=O)OCC	0.6	-1.0	-1.8	-2.5	-0.4	0.7	11.3	3.9	-7.8	-18.7
CC(=O)c1ccc(N(CC(=O)NC2CCCC2)C(=O)CNC(=O)c2ccco2)cc1	-2.3	-1.8	3.2	-0.4	-1.9	-1.1	1.2	-2.6	3.5	0.5
COC(=O)c1ccc(OCc2cc(=O)n3ccsc3n2)cc1	4.1	-0.1	6.3	-1.0	2.8	13.4*	-2.8	-6.3	4.7	-3.7
CCOC(=O)C1=C(C)NC(C)=C(C(=O)OC)C1c1cccc(Cl)c1Cl (stereo not drawn)	0.2&0.0	-1.5	-0.1&0.2	1.1&-3.0	0.1	-0.1&2.8	-2.3&-0.6	-0.8&5.2&0.2	16.8&21.7	-15.3
Clc1cc2cccnc2c2ncccc12	-3.0	-0.4	1.4	0.3	-1.1	4.6	1.1	3.5	5.8	-8.7
Cc1nc(C)c(Cc2ccccc2Cl)c(=O)[nH]1	6.4	-4.4	-1.7	-0.9	1.6	2.5	-2.9	0.6	-1.8	4.3
Cc1cccc(C)c1N(CC(=O)N(C)Cc1ccccc1)S(C)(=O)=O	-1.8	0.1	-6.0	0.2	2.7	-2.5	-3.6	-1.9	4.9	10.0
COc1ccc(NC(=O)/C=C/c2ccco2)cn1	-2.8	-3.8	6.4	12.4	-3.8	1.7	-0.9	-8.4	-1.8	-10.3
CN1c2ccccc2N(C)C1c1ccc2c(c1)OCO2	-2.1	-0.1	0.3	-0.9	-3.1	2.9	2.7	-4.6	-3.1	3.6
CC1CCc2c(sc(NC(=O)CCC(=O)O)c2C(=O)NC2CC2)C1 (stereo not drawn)	-4.4	-1.6	1.9	8.6	-8.8	4.4	1.1	1.2	6.4	2.4
Cc1ccc(NC(=O)CN(C)S(=O)(=O)c2cccc3nsnc23)cc1C	1.5	0.6	4.0	-1.3	-0.9	-0.2	1.9	-3.1	-9.2	-7.3
CCn1cc(CN2CCC(C(=O)Nc3ccc(Oc4ccccc4)nc3)CC2)cn1	0.7	-3.0	-4.6	-2.1	-2.0	-4.6	-1.9	3.9	-5.2	-1.2
Cc1cccc(C)c1NC(=O)C(NC(=O)c1ccccn1)c1ccc([N+](=O)[O-])cc1 (stereo not drawn)	0.1	0.3	-1.3	1.8	-2.2	3.8	-1.4	0.7	7.4	-2.7
C=CCN1[C@@H](Cc2ccccc2)COc2cccc(F)c2S1(=O)=O	-0.7	.	1.4	-2.7	.	0.9	-1.3	-3.8	-10.3	.
O=S1(=O)c2ccc(N3CCSCC3)cc2Oc2ccccc2CN1Cc1cn(Cc2ccc(Cl)cc2)nn1	-1.1	.	12.7	-1.6	.	3.4	0.0	18.5	-0.6	.
C[C@H](CO)N1C[C@H](C)[C@@H](CN(C)Cc2ccncc2)OCCCC[C@H](C)Oc2ccc(NC(=O)CCCN(C)C)cc2C1=O	-16.0	0.6	5.5	3.1	-0.6	1.8	1.5	3.0	0.9	.
CC(CN1CCN(c2ccccc2)CC1)c1ccccc1 (stereo not drawn)	1.9	-3.8	-3.1	-2.6	3.4	0.4	-4.1	1.2	8.7	-0.9
C=C[C@@H]1c2c(F)cccc2N(S(=O)(=O)c2ccc(C)cc2)[C@H](c2ccc(OC(C)=O)cc2)C1(C#N)C#N	0.4	-0.8	7.1	-1.2	-1.2	1.2	1.0	4.5	-1.5	-9.6
CCC(C(=O)NC1CCCC1)N(C(=O)Cn1nnc(-c2ccc(C)cc2)n1)C1CCCC1 (stereo not drawn)	1.4	-1.1	-3.0	-1.9	3.2	-4.4	1.0	-5.4	2.6	-29.2
COc1cc2c(cc1OC)C(C)N(CCN1C(=O)c3ccccc3C1=O)CC2 (stereo not drawn)	1.2	1.0	-5.8	-0.5	1.0	-2.1	-0.1	2.1	-4.1	-5.3
O=C(N/C(=C/c1ccco1)C(=O)N1CCc2ccccc21)c1ccco1	-0.9	-1.3	8.3	12.8	-9.5	0.9	-3.6	3.2	14.1	14.2
CCOC(=O)c1c(C)[nH]c(C)c1C(=O)COC(=O)c1cccs1	-0.8	0.2	8.2	1.8	2.7	-4.8	-2.0	-5.0	-0.1	-1.4
Cc1cccc(CCNC(=O)c2oc3c(C)c(C)ccc3c2C)n1	-0.1	-0.3	-5.7	0.0	-0.1	-6.3	-1.6	1.3	-1.9	-8.8
CCOC(=O)C1C(=O)CC(C)(O)C(C(=O)OCC)C1c1cccs1 (stereo not drawn)	2.7	1.2	-2.8	0.3	1.2	-0.5	3.1	1.2	5.5	-3.7
COc1ccc(/C=N/NC(=O)c2cccnc2)cc1CN1CCN(c2ccc(F)cc2)CC1	-2.8	-1.9	-5.3	-2.4	0.8	-2.3	-3.0	8.0	2.4	-6.3
CCOc1ccc2nc(SCC(=O)Nc3nonc3C)[nH]c2c1	-4.2	-0.1	-2.8	0.4	-1.4	-0.7	0.5	1.1	1.6	8.9
Cc1ccc(C(=O)NC(C)c2ccccc2)cc1Br (stereo not drawn)	7.1	-1.8	-0.3	1.9	5.7	1.6	0.6	1.0	-10.8	-5.2
CC(C)c1ccc2oc(=O)cc(CN3CCN(Cc4ccccc4)CC3)c2c1	-1.9	-0.4	-2.9	-2.8	-2.5	4.5	1.2	-6.7	-3.6	-1.3
Cn1c(Cn2c(=O)sc3ccccc32)nnc1SCC(=O)NCc1ccc2c(c1)OCO2	0.6	0.7	0.5	2.4	4.2	-3.3	-0.6	-4.1	0.7	7.0
Fc1ccccc1CN1CCCCCCC1	-0.2	0.9	0.0	1.1	-1.4	0.9	0.4	0.3	4.3	-4.4
O=C(Nc1ccc(C(=O)O)cc1)/C(=C\c1ccccc1)NC(=O)c1ccco1	-1.7	-2.6	0.5	-2.1	4.5	-2.9	5.7	4.1	2.6	2.2
Cc1ccc(C(=O)NCCNC(=O)COc2ccccc2Cl)cn1	2.4	-0.6	4.6	-0.8	-6.9	-4.9	0.8	0.8	-2.6	-3.1
CCOC(=O)C1CCN(C(=O)c2ccc3c(c2)S(=O)(=O)c2ccccc2C3=O)CC1	0.6	-1.4	-4.9	-2.4	2.7	-4.1	-2.3	1.4	1.9	0.7
CCOC(=O)C1=c2/c(=C/c3ccncc3)c(N)c(C(=O)OC)n2C(=O)C(c2ccncc2)S1 (stereo not drawn)	3.7	-2.7	-0.9	1.4	1.1	0.5	2.0	-3.6	-0.3	0.9
CCN(c1ccccc1)S(=O)(=O)c1ccc(C(=O)NCc2ccccn2)cc1	5.2	-1.6	-4.8	-0.8	-1.6	-6.5	-2.3	-0.3	-2.0	-0.8
CCCCN1C[C@H](CSC)[C@@H](CC(=O)Nc2ccc(Br)cc2)C1=O	3.1	-1.8	3.8	-0.5	8.8	-9.2	0.9	3.0	-6.4	-6.0
CCNC(=S)NNC(=O)c1ccccc1Cl	-2.9	-2.2	-0.4	-3.4	7.0	4.5	-3.0	2.2	6.5	2.3
COC(=O)c1ccc(NC(=O)C2CCCN2C(=O)OCc2ccccc2)cc1 (stereo not drawn)	3.7	-2.1	0.3	-1.6	-7.0	5.2	23.8*	-0.4	-7.2	-0.2
Cc1ccc(-c2ccc(/C=C/C(=O)c3ccccc3)o2)cc1	-5.6	-1.6	21.1	31.9*	-5.9	-1.3	1.5	0.4	5.1	-19.2
CCOC(=O)/C(=N\NC(=O)c1ccccc1)c1ccccc1	0.3	-2.5	-3.8	4.6	0.4	-1.8	-0.6	1.9	0.4	-0.4
O=C(COCC(=O)N/N=C/c1ccccc1F)N/N=C/c1ccccc1F	-2.7	-1.9	-4.2	1.6	11.2	0.3	0.0	3.0	-2.8	-0.5
CC(C)N(CCc1ccncc1)C(=O)Nc1ccc(F)cc1	-2.2	0.3	0.9	-0.4	4.8	1.4	0.6	-5.2	-1.6	3.9
O=C(NC1CCCCC1)c1cccnc1Sc1ccccc1Cl	-5.3	-1.3	-2.9	3.8	-2.5	-4.6	1.2	8.1	3.4	-6.3
CC1(C(=O)NS(=O)(=O)c2ccc(Cl)cc2)CCN1C(=O)c1ccccc1CCc1ccccc1 (stereo not drawn)	-6.8	-0.5	44.7*	-0.8	-3.9	-3.1	1.4	-3.7	4.0	.
Cn1c(Cn2c(=O)sc3ccccc32)nnc1SCc1cccc(F)c1	-2.8	-0.3	1.2	-1.0	0.6	-2.9	-0.2	-0.6	-0.2	-3.1
O=C(c1ccc(NC(=O)C2(c3ccccc3)CCCC2)cc1)N1CCOCC1	5.3	-3.3	-5.5	-1.9	4.7	0.2	0.9	-4.8	4.5	.
OC(COc1cccc(OCC(O)CN2CCCC2)c1)CN1CCCC1 (stereo not drawn)	2.2	-0.3	-1.5	-1.8	-1.4	-0.6	3.5	2.0	4.7	-4.3
CC(C)CC(N=C1NC(C)(C)Cc2ccccc21)C(=O)O (stereo not drawn)	-2.0	0.0	-4.2	-3.7	7.5	-0.8	9.9	1.5	4.5	2.9
CCOc1ccc(S(=O)(=O)N2CCC(C(=O)N3CCN(c4ccccc4F)CC3)CC2)cc1C	2.0	-0.3	0.2	0.3	1.5	0.1	0.2	-4.0	6.0	-11.2
Cc1ccc(NC(=S)NCCN2CCOCC2)cc1	1.1	-0.2	2.6	3.4	-11.7	5.7	4.8	4.6	-9.2	-1.5
COCCn1c(SCc2nnc(-c3ccc(OC)c(OC)c3)o2)nnc1-c1ccncc1	-1.5	-1.1	-2.5	3.7	2.2	0.6	-2.2	-1.6	3.4	-2.6
CCCCCCCCN1C(=O)[C@@H](CC(=O)N2CCN(C(=O)c3ccco3)CC2)C[C@@]2(C(=O)OC)C1=C[C@H](COCc1ccccc1)O[C@@H]2C	-2.3	.	6.2	-0.2	.	4.7	0.8	0.8	-0.8	.
O=C(Nc1nncs1)C12CC3CC(CC(Cl)(C3)C1)C2	5.2	-1.5	-2.7	-1.7	0.7	-1.4	1.4	6.8	1.9	-1.6
CC1CCCCC1NC(=O)C1CCN(c2c3c(nc4ncnn24)CCC3)CC1 (stereo not drawn)	-2.7	-2.5	-3.2	2.1	1.6	3.8	-0.7	-1.1	2.8	1.0
CCOc1cc(CN2CCN(c3cccc(C(F)(F)F)c3)CC2)ccc1OC	-3.2	0.0	-7.8	2.1	-5.0	1.1	1.5	-0.8	6.8	4.6
CC(NC(=O)COC(=O)c1ccccc1O)c1ccccc1 (stereo not drawn)	-3.8	-1.1	0.8	-3.0	-2.7	2.6	0.3	2.1	0.7	1.2

Sorted by molecular weight (lowest first): some entries from above
SMILES	LEDGF integ inh	PG9 Ab binder	rCAG binder	PRMT1 inh	TCR CD3 inh	MBD2 DNA inh	UHRF1 MBD2 ctr	NR1D1 modulator	ABHD4 inh	HTRA1 inhibitor
Cc1ccc(C(=O)NC(C)c2ccccc2)cc1Br (stereo not drawn)	7.1	-1.8	-0.3	1.9	5.7	1.6	0.6	1.0	-10.8	-5.2
COc1ccc(/C=N/NC(=O)c2cccnc2)cc1CN1CCN(c2ccc(F)cc2)CC1	-2.8	-1.9	-5.3	-2.4	0.8	-2.3	-3.0	8.0	2.4	-6.3
CCOC(=O)C1=c2/c(=C/c3ccncc3)c(N)c(C(=O)OC)n2C(=O)C(c2ccncc2)S1 (stereo not drawn)	3.7	-2.7	-0.9	1.4	1.1	0.5	2.0	-3.6	-0.3	0.9

An excerpt. The share of hits here may be higher or lower than overall.
